LYP inhibition – inhibitors of LYP phosphatase, biochemical, fluorescence intensity, uHTS (AID 1779); Tyrosine-protein phosphatase non-receptor type 22 (Homo sapiens); recombinant LYP phosphatase, fluorescence intensity; higher % means a stronger effect; one-dose inhibition, % at 11.5 µM; IC50 in µM for titrated hits; 0.054% of 290,000 active;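 further: plate controls were vehicle with enzyme for no effect and no enzyme for full effect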
WT yeast gro inh – growth inhibition of WT strain, primary screen, mitochondrial fusion inhibitor project, WT and mutant strains, chemical genetic; mitochondrial fusion phenotypic screen; inhibition, % at 10 µM; 2.1% of 190,000 active; AID 1362, 2008; in the data active means inhibition above about 58%; tested in S. cerevisiae
P. falciparum M1AAP – P. falciparum M1AAP inhibitors, biochemical, fluorogenic H-Leu-NHMec substrate, 1536-well (AID 1445). Aminopeptidase N (Plasmodium falciparum (isolate 3D7)). recombinant M1AAP, H-Leu-NHMec fluorogenic kinetic assay; higher % means a stronger effect. one-dose inhibition, % at 30 µM; IC50 in µM for titrated hits. 0.42% of 220,000 active;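 active means primary inhibition above the hit cutoff, then over 50% inhibition at one or more dose response concentrations, cut at about 23% in these data, passing the limit was not always enough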;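 further: plate controls were DMSO full reaction for no effect and no enzyme background for full effect; strong numbers were not always called active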
TNAP activation fold – human TNAP enzyme activators, primary screen, biochemical, luminescent, no phosphate acceptor, uHTS (AID 1001); activation fold at 20 µM; hits with a dose series show EC50 in µM; Alkaline phosphatase, tissue-nonspecific isozyme (Homo sapiens); purified TNAP, luminescent activation assay, no phosphate acceptor; higher activation fold means a stronger effect; 0.03% of 200,000 active; in the data active means activation fold from about 3, or a potency from the dose series; inactive means the rest, 99 in 100 with activation fold below about 1.6; further: many of its hits are not listed in these tables
human PMI inhibition – inhibitors of human PMI, primary screen, biochemical, fluorescence intensity, coupled assay (AID 1209); purified PMI enzyme, coupled fluorescence intensity; higher % means a stronger effect; 0.42% of 190,000 active; one-dose inhibition, % at 20 µM; IC50 in µM for titrated hits;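 further: plate controls were DMSO vehicle for no effect and wells lacking substrate for full effect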
XIAP displacement – XIAP antagonists, biochemical, IAP family, fluorescence polarization (AID 1018). 0.007% of 200,000 active. one-dose displacement, % at 20 µM; IC50 in µM for titrated hits. E3 ubiquitin-protein ligase XIAP (Homo sapiens). XIAP BIR domain, fluorescence polarization peptide displacement; higher % means a stronger effect; in the data active means displacement above about 50%; further: a part of the inactive calls stands beside numbers as strong as those of hits
human PMI inhibitors – human PMI inhibitors, high substrate, primary screen, biochemical, fluorescence intensity, high mannose 6-phosphate (AID 1220) | Mannose-6-phosphate isomerase (Homo sapiens) | recombinant PMI enzyme, coupled fluorescence intensity; higher % means a stronger effect | one-dose inhibition, % at 20 µM; IC50 in µM for titrated hits | 0.66% of 190,000 active
M17LAP inhibition – P. falciparum M17LAP inhibitors, primary screen, biochemical, fluorogenic H-Leu-NHMec substrate, 1536-well (AID 1619) | Leucine aminopeptidase (Plasmodium falciparum (isolate 3D7)) | recombinant M17LAP, H-Leu-NHMec fluorogenic kinetic assay; higher % means a stronger effect | inhibition, % at 30 µM; hits with a dose series show IC50 in µM | 0.38% of 220,000 active;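 active means compound inhibiting the enzyme by more than half at any dose during confirmatory dose-response retesting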;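 further: plate controls were full reaction with DMSO carrier for no effect and no enzyme background for full effect; strong numbers were not always called active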
Yfh1-off respiration – enhancers of respiration in Yfh1-depleted yeast, dose response, Friedreich's ataxia, plus single-dose screen (AID 1465) | S. cerevisiae Yfh1-off respiration, WST-1 reduction, 72 h; higher fold induction means a stronger effect | fold induction at 50 µM, or EC50 in µM where a hit was titrated | 0.074% of 220,000 active;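 active means fold induction of absorbance versus untreated yeast above a set limit, then at least 30% activation at any dose in follow-up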;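 further: activators that raise dye reduction in frataxin-depleted yeast; strong numbers were not always called active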
WT yeast gro inh mutant strain – further read-out of WT yeast gro inh, marked with its call; inhibition, %; mitochondrial fusion phenotypic screen, mutant strain inhibition
Starred values were filed as active, the others as inactive; i = inactive; / = not tested or not shown; & = joins results of further samples. Unless noted, no stated cut-off is given here; in the data, active means inhibition above about 50%; inactive means the rest. Rows were taken by chance; any-hit rate near 3.7%.

structure	LYP inhibition	WT yeast gro inh	WT yeast gro inh mutant strain	P. falciparum M1AAP	TNAP activation fold	human PMI inhibition	XIAP displacement	human PMI inhibitors	M17LAP inhibition	Yfh1-off respiration
Cc1cc(C)cc(N2C(=O)c3nccnc3C2=O)c1	-6%	-18	-12	9%	1.1	2%	-2.7%	7%	7%	i
Cc1cc(C)nc(-n2nc(C)c(Sc3ccc(F)cc3)c2N)n1	-4%	78	78	2%	1.1	4%	-1.2%	0%	-5%	i
CCCCn1c(N)c(N(CCC(C)C)C(=O)COC(=O)c2ccccc2)c(=O)[nH]c1=O	1%	-27	4	4%	1	1%	-9.5%	0%	-5%	i
C=CCNC(=S)N(Cc1ccccc1)Cc1ccc(F)cc1	0%	69	75	-2%	1.1	2%	-9.0%	0%	1%	i
O=C(CSc1nnc(COc2cccc3ccccc23)o1)N1CCN(C(=O)c2ccco2)CC1	-5%	22	11	-5%	1	15%	-4.5%	14%	-3%	i
CC(=O)N1CCN(C(=S)NC(=O)c2c(-c3ccccc3Cl)noc2C)CC1	-3%	-7	16	2%	1	-4%	-7.8%	-12%	0%	i
COc1ccc(CN(C)CC(=O)Nc2ccccc2C(F)(F)F)c(OC)c1	-1%	-18	-7	6%	1.1	4%	-5.3%	6%	-9%	i
OC1(C2(O)CC(c3ccccc3)ON2)CCCCC1 (stereo not given)	-14%	-9	6	2%	1.1	-18%	-4.8%	-14%	14%	i
O=C(/C=C\c1ccco1)Nc1cc([N+](=O)[O-])ccc1F	0%	-14	3	9%	1.1	22%	-3.6%	17%	3%	i
CC(C)CNC(=O)/C=C/C(=O)O	-7%&-6%	-6	13	-1%&7%	1.1	-17%	-8.4%	1%	-9%&-3%	i

Random excerpt: 3 entries already listed, in no set order.
structure	LYP inhibition	WT yeast gro inh	WT yeast gro inh mutant strain	P. falciparum M1AAP	TNAP activation fold	human PMI inhibition	XIAP displacement	human PMI inhibitors	M17LAP inhibition	Yfh1-off respiration
CC(=O)N1CCN(C(=S)NC(=O)c2c(-c3ccccc3Cl)noc2C)CC1	-3%	-7	16	2%	1	-4%	-7.8%	-12%	0%	i
Cc1cc(C)cc(N2C(=O)c3nccnc3C2=O)c1	-6%	-18	-12	9%	1.1	2%	-2.7%	7%	7%	i
Cc1cc(C)nc(-n2nc(C)c(Sc3ccc(F)cc3)c2N)n1	-4%	78	78	2%	1.1	4%	-1.2%	0%	-5%	i

Next part
structure	LYP inhibition	WT yeast gro inh	WT yeast gro inh mutant strain	P. falciparum M1AAP	TNAP activation fold	human PMI inhibition	XIAP displacement	human PMI inhibitors	M17LAP inhibition	Yfh1-off respiration
O=C(Nc1ccc2c(c1)OCO2)c1cnn2cccnc12	-9%	4	2	-2%	1.1	15%	0.4%	19%	-8%	i
CC(=O)c1c(C(C)=O)c(C)n(-c2ccc(O)cc2)c1C	-14%	-2	8	0%	1.1	10%	-0.9%	3%	-15%	i
N#Cc1nc(COc2ccc(-c3ccccc3)cc2)oc1NCCCN1CCOCC1	-6%	77*	58*	-3%	1.1	9%	-5.0%	8%	-4%	i
O=C(Nc1ccc(Oc2ccc(Cl)cc2)cc1)c1ncn[nH]1	-1%	-24	0	-1%	1.2	3%	-6.9%	2%	-10%	i
COc1ccc(OC)c(C(=O)c2coc3ccc(OC)cc23)c1	0%	81*	15*	7%	1.1	10%	-7.6%	18%	5%	i
O=C1c2ccccc2NC(c2cccc(O)c2)N1Cc1ccco1 (stereo not given)	-7%	/	/	6%	/	/	/	/	-40%	i
COc1cc(C(=O)NC2CC(C)(C)NC(C)(C)C2)cc(OC)c1OC	-4%	2	6	5%	1.1	15%	-3.6%	28%	2%	i
CCOC(=O)N1CCN(C(=O)C2CC(c3ccc(F)cc3)=NO2)CC1 (stereo not given)	-8%	8	-2	-1%	1.1	-4%	-2.6%	-8%	3%	i
CCOc1ccc2nc(NC(=O)CN3CCN(C)CC3)sc2c1	-7%	-3	-4	-1%	1.1	4%	-3.0%	9%	3%	i
Cc1ccc(SCc2cc(=O)n3[nH]c(C)nc3n2)cc1	1%	-3	10	11%	1.1	10%	-3.8%	0%	17%	i
COc1ccc(Br)cc1CNc1ccc(S(N)(=O)=O)cc1	-5%	-10	1	1%	1	8%	-12%	2%	-4%	i
Cc1ccc2c(CC(=O)NCC3COc4ccccc4O3)coc2c1 (stereo not given)	3%	8	-54	19%	1.1	8%	-0.1%	7%	48%	i
COc1cc(S(=O)(=O)NCC2OCCc3ccccc32)ccc1-n1cnnn1 (stereo not given)	-2%	-4	1	-3%	1.1	2%	-3.5%	11%	-4%	i
CC(C)c1ccc(-c2nc3ccccc3s2)cc1	-5%	/	/	3%	/	/	/	/	-4%	i
Cn1cccc1C(C#N)c1ncc(C(F)(F)F)cc1Cl (stereo not given)	-3%	34	32	5%	1	-9%	-5.0%	-7%	7%	i
CCN(CC)S(=O)(=O)c1cccc(-c2nnc(SCC(=O)NC3CCCCCC3)n2N)c1	-6%	-6	9	2%	1.1	-6%	-2.9%	-5%	-2%	i
O=C(Nc1cccc(Cl)c1)N1CCN2C(=O)c3ccccc3C12c1ccccc1 (stereo not given)	1%	29	39	4%	1.2	14%	-0.4%	12%	1%	i
Cc1cc(Nc2ccc(N3CCC(C)CC3)cc2)n2ncnc2n1	-2%	8	-4	-1%	1.1	0%	-0.7%	-8%	-7%	i
Brc1ccc(OCCOc2cccc3cccnc23)cc1	-6%	7	0	-2%	1	-12%	2.6%	-6%	15%	i
O=C(Nc1ccc(-n2cnnn2)cc1)c1cn2ccccc2n1	-5%	/	/	1%	/	/	/	/	5%	i
O/N=C1/CCc2nonc2/C1=N/O	-8%	-59	-4	17%	1.1	11%	-0.7%	9%	7%	i
CCOC(=O)CSc1nc2ccccc2c(=O)[nH]1	2%	8	6	2%	1.1	17%	-14%	13%	10%	i
CN(C)C(=O)c1nc2ccc(Cl)cn2c1CN1CCCC(OCc2ccccc2)C1 (stereo not given)	-3%	0	4	6%	1.1	21%	-5.7%	7%	-2%	i
O=C(COc1ccccc1)N(CCc1ccccc1)c1nc(-c2ccc(F)cc2)cs1	3%	7	-3	3%	1.1	4%	0.9%	-1%	-4%	/
COc1cc2[nH]c3c(N4CCN(c5ccccn5)CC4)ncnc3c2cc1OC	-6%	7	3	2%	1.2	5%	-1.6%	6%	20%	/
Cc1ccc(/C=N/NC(=O)Cn2cncn2)cc1	2%	7	5	4%	1.1	-9%	-5.8%	2%	3%	i
S=C(NNc1cccc(Cl)c1)NC1CCCCC1	9%	61*	25*	1%	1	10%	-4.1%	14%	-1%	i
COc1cccc(OCCNc2cc(N3CCCCC3)ccc2[N+](=O)[O-])c1	4%	-24	5	2%	1	2%	-20%	0%	-6%	i
O=C(NCc1ccc(Cl)cc1Cl)c1ccccn1	-5%	2	28	10%	0.9	4%	-9.0%	-8%	2%	i
O=C1c2ccccc2S(=O)(=O)N1CCOc1ccccc1	-13%	8	12	6%	1.1	6%	-1.7%	2%	5%	i
COC(=O)CP(=O)(c1ccccc1)c1ccccc1	-4%	69*	-3.6*	7%	1.1	-4%	-7.6%	-6%	0%	i
CC(=O)NC1=NN(C(C)=O)C(C)(c2cccs2)S1 (stereo not given)	-1%	3	4	1%	1.1	9%	-7.1%	12%	-3%	i
CN1CCN(S(=O)(=O)c2cccc(S(=O)(=O)c3ccc(Cl)cc3)c2)CC1	-5%	4	-2	-3%	1.1	12%	-4.5%	3%	-2%	i
N/C(=N\OC(=O)CCCOc1ccc(Cl)cc1Cl)c1ccncc1	-4%	-37	31	1%	1.1	12%	-1.6%	11%	0%	i
O=C(c1ccc(C(=O)N2CCOCC2)nc1)N1CCOCC1	-6%	-12	-2	12%	1.1	7%	0.2%	1%	7%	i
CC(C)c1ccccc1NC(=O)COc1ccc(C(=O)NCCc2ccccc2)cc1	-3%	-10	-7	0%	1	-3%	-0.7%	-3%	-4%	i
O=C(CCCCCn1c(=O)[nH]c2ccsc2c1=O)N1CCN(C2CCCCC2)CC1	-9%	-2	-6	2%	1.1	13%	-8.2%	19%	5%	i
COc1cc(C(=O)Nc2cccc(-c3nncn3C)c2)cc(OC)c1OC	1%	0	2	2%	1.2	6%	-2.8%	2%	-9%	i
CC1(C)CC(N2CCC(=O)N(C3CC(C)(C)NC(C)(C)C3)C2)CC(C)(C)N1	-2%	-17	1	11%	1.1	-3%	-0.1%	-4%	10%	i
Cc1cc(C)n2nc(SCc3nc4ccccc4[nH]3)nc2n1	-2%	3	-1	-1%	1.2	1%	-4.6%	-5%	0%	i
COC(=O)c1[nH]c2cc(OC)ccc2c1NC(=O)CCN1CCSCC1	-4%	-8	-9	7%	0.9	-3%	-8.1%	-4%	-2%	i
COc1ccc(CNC(=O)c2csc(Cc3ccc(OC)cc3)n2)cc1	-2%	15	-1	0%	1	2%	-0.1%	1%	12%	i
Cc1cc(C)cc(C(=O)NC(=S)Nc2ccc(Cc3ccncc3)cc2)c1	6%	30	-7	3%	1.1	25%	-2.4%	5%	15%	i
O=C(O)CCNC(=O)/C(=C\C=C\c1ccccc1)NC(=O)c1ccccc1	-5%	/	/	1%	/	/	/	/	29%	i
COc1ccc(NC(=O)COc2ccc(C(=O)OCC(=O)N(C)C3CCS(=O)(=O)C3)cc2OC)cc1 (stereo not given)	3%	-4	2	4%	1	-6%	-3.8%	-6%	-2%	i
O=C(NCc1ccncc1)C(=O)NC1CC1	-6%	-7	0	0%	1.1	-5%	-2.9%	-2%	-5%	i
COc1ccc(CNCC(O)COc2cccc3c2OC(C)(C)C3)cc1 (stereo not given)	-4%	5	19	0%	1.1	-4%	-6.3%	-3%	6%	i
CCN1CCN(CCOCCOc2ccccc2-c2ccccc2)CC1	-5%	12	7	-4%	1	1%	-3.9%	-4%	7%	i
CC(=O)Nc1ccc2nc(CN3CCN(CC=C(C)C)C(CCO)C3)ccc2c1 (stereo not given)	-3%	-2	-7	3%	1.1	14%	-0.9%	16%	-2%	i
Cc1onc(-c2ccccc2Cl)c1C(=O)Nc1cccc(-c2cn3cccnc3n2)c1	-19%	/	/	26%*	1.1	6%	3.2%	4%	-84%	i
Cc1c(O)ccc(C(=O)CN2CCN(Cc3ccc4c(c3)OCO4)CC2)c1O	-3%	-18	-14	18%	1.1	10%	-7.8%	5%	33%	i
CCCc1nc(N)c(C#N)c(N)c1C#N	-6%	3	4	0%	1.1	1%	-0.6%	3%	5%	i
CC(=O)Nc1ccc2nc(NC(=O)c3cccs3)sc2c1	-2%	/	/	5%	/	/	/	/	3%	i
